Bioassay records (PubChem BioAssay)
CCHF vOTU inh – CCHFV vOTU protease inhibitors, primary screen, biochemical, Pep-AMC substrate, fluorescence | inhibition, % at 11.5 µM | 370,000 compounds, 0.55% hits | AID 651958, 2012 | Crimean-Congo hemorrhagic fever virus L polyprotein viral ovarian tumor (vOTU) protease …; also: 0% = vehicle wells with enzyme and 100% = no enzyme wells
MazF activator – activators of E. coli MazEF toxin-antitoxin RNase, primary screen, biochemical, fluorescence, uHTS. FAM/BHQ RNA-DNA oligo cleavage fluorescence, 5 h. activation, % at 20 µM. 350,000 compounds, 0.32% hits. AID 504720, 2011; in the data active = activation above about 50%
Target sequence (P0AE70 whole entry, looked up): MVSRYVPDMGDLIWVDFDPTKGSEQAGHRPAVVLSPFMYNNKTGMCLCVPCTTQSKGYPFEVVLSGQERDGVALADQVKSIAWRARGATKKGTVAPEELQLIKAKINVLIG
BioA inh – M. tuberculosis BioA enzyme inhibitors, primary screen, biochemical, plate reader, single point, HTS; 7,8-diaminopelargonic acid synthase BioA (Mycobacterium tuberculosis); purified M. tuberculosis BioA enzyme; inhibition, % at 9.99 µM; 360,000 compounds, 0.096% hits; AID 602481, 2012; in the data active = inhibition above about 40%; inconclusive = no clear call, values can overlap the other calls
BoNT F protease – BoNT/F light chain protease inhibitors, primary screen, biochemical, flow cytometry, MLPCN library | inhibition, % at 10 µM | 360,000 compounds, 0.22% hits | Botulinum neurotoxin type F light chain protease (Clostridium botulinum) | Multiplex microsphere protease cleavage assay | AID 588497, 2011; in the data active = inhibition above about 35%, passing the limit was not always enough; inconclusive = no clear call, values can overlap the other calls; also: plate controls were buffer without enzyme for full effect and enzyme alone for no effect
FadD28 binding – inhibitors of FadD28 bisubstrate probe binding, primary screen, biochemical, fluorescence polarization, single point; Mycobacterium tuberculosis FadD28 fatty-acid-AMP ligase; 360,000 compounds, 0.22% hits; inhibition, % at 12.5 µM; in the data active = inhibition above about 8.5%, passing the limit was not always enough; inconclusive = no clear call, values can overlap the other calls
VHR inh abs – VHR1 phosphatase inhibitors, primary screen, biochemical, absorbance, uHTS. Dual specificity protein phosphatase 3 (Homo sapiens), P51452. recombinant VHR phosphatase, pNPP absorbance. inhibition, % at 13.3 µM. 290,000 compounds, 0.52% hits; in the data active = inhibition above about 50%; also: some compounds called inactive have numbers as strong as hits
Target sequence (P51452 whole entry, looked up): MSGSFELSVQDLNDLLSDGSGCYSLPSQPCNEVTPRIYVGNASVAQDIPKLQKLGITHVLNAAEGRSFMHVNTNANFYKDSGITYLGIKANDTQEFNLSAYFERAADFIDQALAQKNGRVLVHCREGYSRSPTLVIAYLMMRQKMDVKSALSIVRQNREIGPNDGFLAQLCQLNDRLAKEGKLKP
FBA Mtb inh – Mtb FBA enzyme inhibitors, primary screen, biochemical, fluorescence, strain H37Rv; AID 588726, 2011; purified M. tuberculosis FBA, fluorescence read-out; inhibition, % at 1 µM; Fructose-bisphosphate aldolase (Mycobacterium tuberculosis (strain ATCC 25618 / H37Rv)), …; 360,000 compounds, 2.3% hits; in the data active = inhibition above about 27%;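 also: 0% = vehicle and 100% = reference inhibitor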
Target sequence (P9WQA3 whole entry, looked up): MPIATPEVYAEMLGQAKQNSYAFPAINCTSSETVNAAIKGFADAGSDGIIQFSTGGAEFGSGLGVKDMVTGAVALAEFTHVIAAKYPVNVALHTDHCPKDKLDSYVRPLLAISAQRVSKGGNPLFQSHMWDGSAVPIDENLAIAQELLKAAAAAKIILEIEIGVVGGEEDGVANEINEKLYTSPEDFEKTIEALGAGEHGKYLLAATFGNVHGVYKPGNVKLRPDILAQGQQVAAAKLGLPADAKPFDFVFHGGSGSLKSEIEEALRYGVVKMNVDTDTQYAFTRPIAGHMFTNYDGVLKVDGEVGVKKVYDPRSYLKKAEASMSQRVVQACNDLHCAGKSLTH
Mtb UGM inh – M. tuberculosis UGM enzyme inhibitors, primary screen, biochemical, fluorescence polarization, single point. UDP-galactopyranose mutase (Mycobacterium tuberculosis (strain ATCC 25618 / H37Rv)), …. purified UGM, fluorescence polarization probe displacement. inhibition, % at 10 µM. 320,000 compounds, 0.06% hits; in the data active = inhibition above about 10%, passing the limit was not always enough; inconclusive = no clear call, values can overlap the other calls
Rv3671c protease – Rv3671c serine protease inhibitors, primary screen, biochemical, fluorescence polarization, M. tuberculosis H37Rv | inhibition, % at 5.96 µM | P9WHR9 | 320,000 compounds, 0.048% hits; in the data active = inhibition above about 38%;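 also: extracellular domain of Rv3671c used as enzyme; 0% = enzyme with DMSO and 100% = no enzyme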
Target sequence (P9WHR9 whole entry, looked up, the tested form may be a part): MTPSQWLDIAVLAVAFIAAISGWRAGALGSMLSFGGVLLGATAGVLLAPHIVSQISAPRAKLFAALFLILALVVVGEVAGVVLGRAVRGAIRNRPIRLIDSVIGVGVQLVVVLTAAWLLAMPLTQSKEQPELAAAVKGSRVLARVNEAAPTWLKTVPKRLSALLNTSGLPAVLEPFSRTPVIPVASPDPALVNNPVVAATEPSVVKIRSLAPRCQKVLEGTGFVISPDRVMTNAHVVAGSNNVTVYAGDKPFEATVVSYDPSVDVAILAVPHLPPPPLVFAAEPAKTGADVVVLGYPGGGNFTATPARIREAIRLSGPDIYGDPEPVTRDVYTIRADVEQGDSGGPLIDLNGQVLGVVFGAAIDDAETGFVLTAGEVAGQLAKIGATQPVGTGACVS
GDH-TPI counter – GDH-TPI coupling enzyme inhibitors, primary screen, artefact control for M. tuberculosis FBA inhibitor project, biochemical, absorbance, full deck | GDH-TPI coupled enzyme counterscreen, NADH absorbance | inhibition, % at 4.8 µM | 360,000 compounds, 1.2% hits;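 also: 0% = DMSO wells and 100% = wells lacking the enzyme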
The depositor's hits bear a star; ? = inconclusive; nt = not tested or not shown. Rule as the data show it, unless noted: active = inhibition above about 30%; inactive = the rest.

SMILES | CCHF vOTU inh | MazF activator | BioA inh | BoNT F protease | FadD28 binding | VHR inh abs | FBA Mtb inh | Mtb UGM inh | Rv3671c protease | GDH-TPI counter
COc1ccc2c(c1)C(=O)C1NC(=O)NC(=O)C1(Br)N2 (configuration not stated) | 1 | 4 | -1.3 | 1 | -4.1 | nt | -3 | nt | nt | 14
Cc1[nH]c2c(ccc3cccnc32)c1C | -6 | 4 | 0.8 | ? | -0.7 | 9 | 6 | -2.3 | -1 | 27
COc1cc(/C=C2/C(=O)ON=C2C)cc(Cl)c1O | 0 | -282 | -1.8 | 22 | -1.2 | 6 | -3 | -2.3 | 0 | 16
COc1cccc(C(=O)Nc2ccc3ccccc3c2)c1 | 10 | -1 | 0.0 | ? | -2.2 | -4 | 0 | -0.3 | -11 | 12
Cc1ccc(/C=N/n2c(-c3cccnc3)n[nH]c2=S)s1 | 34* | 7 | nt | 1 | -2.6 | 8 | 1 | 2.3 | -6 | 15
Cc1cccc2cc(CN(Cc3ccc4c(c3)OCO4)Cc3nnnn3C3CCCC3)c(=O)[nH]c12 | -1 | -5 | -1.1 | -1 | -3.8 | 6 | 2 | 0.0 | -20 | 13
C=CCNC(=O)COC(=O)C1CCN(S(=O)(=O)c2ccc3c(c2)OCCO3)CC1 | -1 | 0 | -1.9 | -11 | 0.6 | 39 | 2 | 3.9 | 0 | 0
O=C(CSc1ccc(-c2ccccn2)nn1)NCc1ccccc1 | -8 | 1 | nt | 3 | -3.7 | -3 | 3 | -0.4 | -1 | -2
Nc1nonc1-n1nnc(C(=O)N/N=C/c2ccc3c(c2)OCO3)c1-c1ccccc1 | 5 | -6 | -0.3 | 6 | -1.1 | 5 | 1 | 0.1 | -10 | 22
COc1ccc(CNCCc2c[nH]c3ccccc23)cc1OC | 7 | 6 | -4.2 | -8 | -0.6 | 6 | 3 | -3.0 | -5 | -4
OC1CCCN(Cc2cn(Cc3ccccc3)nc2-c2cc3ccccc3o2)C1 (configuration not stated) | -12 | 11 | nt | -7 | -2.5 | 9 | -2 | -4.7 | 2 | 0
Cc1nn(-c2ccccc2)c(Cl)c1C(=O)NCc1cccs1 | 0 | -8 | nt | 0 | -1.5 | 37 | -2 | 0.0 | 5 | 3
OC(CNC1CCCC1)COc1ccc(F)cc1 (configuration not stated) | -18 | 4 | -1.3 | -8 | -4.6 | 15 | -1 | 0.3 | nt | 3
CC(O)C(C(=O)OCc1ccc([N+](=O)[O-])cc1)N1C(=O)c2ccccc2C1=O (configuration not stated) | 13 | 5 | nt | -8 | -0.3 | -5 | 2 | 0.3 | -4 | -3
c1ccc(-c2cncnc2)nc1 | -18 | 9 | -2.2 | 1 | -5.0 | nt | 0 | -1.7 | 2 | -1
CCC(C)NC(=O)Nc1ccc(F)c(Cl)c1 (configuration not stated) | 6 | 1 | 0.4 | -9 | -0.9 | -2 | 2 | 3.9 | 7 | 8
CC(=O)c1cc(F)c(N2CCOCC2)cc1C | -9 | 1 | nt | -7 | -3.7 | 8 | -2 | 0.1 | -2 | 7
Cc1ccc2[nH]c3c(N4CCOCC4)ncnc3c2c1 | -59 | -6 | 1.7 | -17 | -0.9 | 33 | 82* | 1.0 | 0 | 21
CSc1ccc(S(=O)(=O)NC2CC2)cc1 | -12 | 8 | -1.8 | 9 | -3.3 | 11 | 2 | 3.8 | 2 | -9
COc1cc2c(=O)n(CCC(=O)NCC3CCCO3)c(=O)n(CC(=O)Nc3ccc(C)cc3C)c2cc1OC (configuration not stated) | -2 | 11 | -1.5 | -17 | -1.3 | 46 | 12 | -1.6 | -3 | 3
CCNc1nc(SCC(N)=O)nc2sc3c(c12)CCN(C)C3 | -45 | -44 | 5.9 | 2 | -2.5 | 15 | 21 | nt | nt | 3
COc1cc(/C=C2/SC(=S)N(c3ccccc3)C2=O)ccc1Oc1nc(N2CCOCC2)nc(N2CCOCC2)n1 | -9 | -29 | nt | 5 | -1.3 | -12 | -8 | 1.9 | -10 | 4
O=C(C1COc2ccccc2O1)N1CCN(Cc2ccc(Br)cc2F)CC1 (configuration not stated) | 13 | -5 | 2.9 | 2 | -2.5 | 14 | -3 | 0.9 | -6 | -8
Fc1ccc(-n2nnc(-c3cnc4ccccc4c3)n2)cc1 | 4 | 4 | -1.5 | -2 | -2.2 | 14 | -1 | -0.8 | -4 | -4
CCCCOc1ccc(C(O)(CCC)CCN2CCOCC2)cc1 (configuration not stated) | -15 | 3 | -0.1 | -4 | -3.6 | 9 | -2 | -1.6 | 13 | -8
CCCOc1cccc(C(=O)N/N=C/c2coc3ccccc3c2=O)c1 | -13 | 5 | -0.6 | -6 | -4.0 | 15 | 0 | -1.0 | nt | 1
COC(=O)C1=C(c2cccc(OCc3ccccc3)c2)C[C@@H]2CC[C@H]1N2C(=O)NCc1cccc(OC)c1 | 15 | -3 | -0.9 | 10 | -4.5 | nt | 0 | -1.1 | -17 | 0
CNP(=O)(Oc1ccccc1)OC12CC3CC(CC(C3)C1)C2 (configuration not stated) | -3 | -4 | nt | 0 | -2.3 | 18 | -3 | -0.9 | 1 | -2
C=C(C)Cn1c(SCCCO)nc2c1c(=O)[nH]c(=O)n2C | -5 | 1 | -0.2 | 2 | 1.1 | 28 | 5 | 0.9 | 0 | -16
OCC1CCCN(Cc2cn(Cc3ccccc3)nc2-c2cc3ccccc3o2)C1 (configuration not stated) | 8 | 2 | nt | -7 | -2.8 | 26 | -8 | -0.2 | 1 | -7
CC(=O)Nc1ccc(Cl)cc1-c1ccccc1 | -11 | -2 | -6.8 | 3 | -0.6 | nt | 4 | nt | nt | 15
COc1ccc2c(c1)[nH]c1c(=O)n(Cc3ccncc3)cnc12 | -11 | -14 | 0.0 | -2 | -3.8 | 22 | -4 | -0.8 | -4 | -1
O=C(CN(C(=O)c1csnn1)c1cccc2ccccc12)NCc1ccc(F)cc1 | 7 | 8 | 0.7 | -1 | -6.0 | 12 | 1 | 1.5 | 6 | -8
CNc1cc(-c2ccc(C(=O)OC)cc2)ncn1 | 3 | nt | 2.1 | -4 | -3.9 | nt | 6 | nt | nt | -6
CC(C)C(=O)NN(C(=O)c1ccccc1)c1ccccc1 | 14 | 4 | nt | -2 | -0.8 | 27 | -7 | 0.3 | 3 | 0
CCN(C(=O)COC(=O)/C=C/c1nc2ccccc2s1)C1CCS(=O)(=O)C1 (configuration not stated) | -7 | 7 | 0.8 | -1 | -0.6 | 14 | 0 | 4.3 | 0 | 18
Fc1ccc(-c2nc3c4ccccc4ccn3c2Cc2cccc(Cl)c2)cc1 | 5 | nt | -6.4 | -11 | -1.7 | nt | 4 | nt | nt | nt
CCOC(=O)c1ccc(NC(=O)CCC2COc3ccccc3O2)cc1 (configuration not stated) | -2 | -2 | 0.2 | 21 | -0.3 | 37 | 1 | 2.7 | -9 | 1
Cc1nnc(N/N=C/c2ccc(-c3ccccc3F)o2)n1N | 79* | -5 | nt | 3 | -1.1 | 30 | -6 | 2.0 | -49 | 28
O=C(NN=C(Cc1ccccc1)Cc1ccccc1)C1CC1 | -19 | 5 | 0.1 | -9 | -1.1 | 5 | -1 | -1.5 | 3 | 9
CC(OC(=O)c1cccnc1Cl)C(=O)Nc1ccc(S(N)(=O)=O)cc1 (configuration not stated) | 6 | -3 | nt | -6 | -3.5 | 1 | 0 | 1.9 | 4 | -6
Cc1ccc(C)c(NC(=O)c2ccc(OC(=O)c3ccco3)cc2)c1 | -10 | -8 | 0.0 | 0 | -0.5 | 12 | 3 | 0.6 | 4 | 0
Cc1ccc2c(CN(C)Cc3ccccc3)cc(=O)oc2c1 | 15 | nt | 0.6 | -1 | -0.1 | nt | 3 | nt | nt | nt
CSc1cccc(NC(=O)Nc2ccccc2)c1 | 10 | -2 | -1.6 | 7 | -2.7 | 3 | 5 | 1.0 | -13 | 3
NC(=O)CSc1ccc(S(=O)(=O)N2CCOCC2)cn1 | 3 | -8 | -1.2 | -2 | -0.3 | nt | 1 | nt | 12 | 3
NS(=O)(=O)c1cccc(NC(=O)CSc2nc3ccccc3[nH]2)c1 | -14 | 6 | -0.8 | 4 | -3.5 | 38 | 1 | -1.9 | -15 | 6
CCCCn1c(=O)[nH]c(=O)c2c(C(=O)OCC)cc(-c3cccs3)nc21 | -52 | 5 | nt | 2 | 0.3 | 20 | 69* | 0.3 | 1 | 5
O=C1NCN(c2ccccc2)C12CCN(C(CCc1ccccc1)c1nnnn1Cc1ccccc1)CC2 (configuration not stated) | 26 | nt | 4.1 | -3 | -2.4 | nt | 2 | nt | nt | nt
Cc1ccc(S(=O)Cc2ccc(C(=O)N3CCN(C4CCCCC4)CC3)o2)cc1 (configuration not stated) | 3 | 8 | -0.6 | -5 | -2.1 | 23 | 1 | -1.4 | -4 | 1
CCOc1ccc(CN2CCN(C(=O)c3ccco3)CC2)cc1 | -2 | 8 | -0.1 | nt | -0.6 | 1 | 0 | 0.4 | 9 | 0

Reprinted from the part before: three compounds; new compounds follow.
SMILES | CCHF vOTU inh | MazF activator | BioA inh | BoNT F protease | FadD28 binding | VHR inh abs | FBA Mtb inh | Mtb UGM inh | Rv3671c protease | GDH-TPI counter
O=C1NCN(c2ccccc2)C12CCN(C(CCc1ccccc1)c1nnnn1Cc1ccccc1)CC2 (configuration not stated) | 26 | nt | 4.1 | -3 | -2.4 | nt | 2 | nt | nt | nt
Cc1ccc(S(=O)Cc2ccc(C(=O)N3CCN(C4CCCCC4)CC3)o2)cc1 (configuration not stated) | 3 | 8 | -0.6 | -5 | -2.1 | 23 | 1 | -1.4 | -4 | 1
CCOc1ccc(CN2CCN(C(=O)c3ccco3)CC2)cc1 | -2 | 8 | -0.1 | nt | -0.6 | 1 | 0 | 0.4 | 9 | 0
CCOC(=O)c1c(C)[nH]c(C(=O)CN(C)CC(=O)Nc2ccccc2Cl)c1C | -1 | -15 | 1.1 | 8 | -2.2 | nt | -1 | -1.7 | -13 | 7
C=CCn1c(C)c(C(C)=O)cc(NC(=O)c2ccccc2)c1=O | 4 | 4 | nt | -1 | -4.1 | 17 | -5 | 2.0 | 7 | 3
CCC(Oc1ccc(C)cc1)C(=O)Nc1ccc(S(=O)(=O)Nc2cc(C)on2)cc1 (configuration not stated) | 4 | 5 | -0.4 | 3 | -2.0 | 12 | -5 | -0.9 | -7 | -3
CC1CCC(=NNc2ccc(C(F)(F)F)cc2[N+](=O)[O-])CC1 (configuration not stated) | -4 | -8 | -1.8 | -4 | 0.1 | -1 | -2 | -1.0 | 7 | 3
Cc1cc(=O)oc2cc(OCC3CC(c4ccc(Br)cc4)=NO3)ccc12 (configuration not stated) | -12 | -12 | -0.5 | 2 | -0.7 | 34 | 3 | 3.2 | 3 | 0

Results in GDH-TPI counter, CCHF vOTU inh and BoNT F protease, for two of the compounds above:
SMILES,GDH-TPI counter,CCHF vOTU inh,BoNT F protease
COc1cc(/C=C2/C(=O)ON=C2C)cc(Cl)c1O,16,0,22
COc1cccc(C(=O)Nc2ccc3ccccc3c2)c1,12,10,?
